LEDGF integ inh – blockers of LEDGF/p75-dependent integrase strand transfer – biochemical, TR-FRET, high throughput, primary screen; inhibition, % at 3.7 µM; TR-FRET IN-LEDGF/p75 DNA integration, Eu/Cy5; HIV-1 integrase (with human LEDGF/p75); 370,000 compounds, 0.64% hits; AID 743269, 2014;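 active = inhibition above the screen-wide mean plus 3 SD, cut at about 13% in these data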;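 also: signal is the Cy5 over europium emission ratio at 671 and 618 nm; 0% = plate median of compound wells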
TCR-CD3 inh – inhibitors of human TCR-CD3 interaction, primary screen, biochemical, fluorescence, TAMRA-labeled TCR probe | 360,000 compounds, 0.37% hits | inhibition, % at 9.4 µM | T-cell receptor (TCR) | AID 651800, 2012; in the data active = inhibition above about 19%;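 also: recombinant mutant TCR 2C K166C tagged with TAMRA read by polarization; 0% = receptor in buffer alone and 100% = receptor with positive control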
PG9 binder – binders of HIV-1 gp120 antibody PG9, primary screen, biochemical, TR-FRET. 360,000 compounds, 0.43% hits. TR-FRET gp120-PG9 antibody binding. inhibition, % at 6.7 µM. HIV-1 gp120 / PG9 antibody interaction; in the data active = inhibition above about 8.5%
NR1D1 modulator – modulators of Rev-erb alpha DNA binding, primary screen, biochemical, FITC-DNA, fluorescence polarization, uHTS; Nuclear receptor subfamily 1 group D member 1 (Homo sapiens), P20393; Rev-erbα–FITC-DNA binding, 90 min; activity, % at 10 µM; 370,000 compounds, 0.79% hits;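 active = activity above about 14%, limit read from the data; passing the limit was not always enough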;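 also: 0% = DMSO wells with 35 nM protein and 100% = DMSO wells with 750 nM protein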
TDP2 inh – human TDP2 enzyme inhibitors, primary screen, biochemical, epi absorbance, recombinant enzyme; Tyrosyl-DNA phosphodiesterase 2 (Homo sapiens), O95551; T5PNP hydrolysis, p-nitrophenol absorbance 415 nm; inhibition, % at 12.8 µM; 370,000 compounds, 0.34% hits; AID 720702, 2013;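 active = inhibition above the mean of all tested compounds plus 3 SD, set per campaign, cut at about 25% in these data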;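 also: 0% = DMSO with enzyme and 100% = buffer with substrate but no TDP2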
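Incubation: 2 h at 37 °C; Test system: recombinant human TDP2; Quantity: enzyme 120 nM; Read-out basis: percent inhibition; Medium: 50 mM Tris-HCl pH 7.5 with Mg2+, KCl, DTT, BSA; Repeats: single replicate; Compound: 12.8 µM single point, 1% DMSO; Signal: epi absorbance; Reagent: 5 mM T5PNP chromogenic substrate; Benchmarks: no-enzyme high, DMSO-plus-enzyme low.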
PRMT1 FP inh – PRMT1 methyltransferase inhibitors, primary screen, biochemical, fluorescence polarization; Protein arginine N-methyltransferase 1 (Homo sapiens), Q99873; inhibition, % at 2.79 µM; recombinant PRMT1, activity-based probe fluorescence polarization; 370,000 compounds, 1.3% hits;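 active = inhibition above about 21% made by adding two undisclosed values, limit read from the data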
Target sequence (Q99873 whole entry, looked up): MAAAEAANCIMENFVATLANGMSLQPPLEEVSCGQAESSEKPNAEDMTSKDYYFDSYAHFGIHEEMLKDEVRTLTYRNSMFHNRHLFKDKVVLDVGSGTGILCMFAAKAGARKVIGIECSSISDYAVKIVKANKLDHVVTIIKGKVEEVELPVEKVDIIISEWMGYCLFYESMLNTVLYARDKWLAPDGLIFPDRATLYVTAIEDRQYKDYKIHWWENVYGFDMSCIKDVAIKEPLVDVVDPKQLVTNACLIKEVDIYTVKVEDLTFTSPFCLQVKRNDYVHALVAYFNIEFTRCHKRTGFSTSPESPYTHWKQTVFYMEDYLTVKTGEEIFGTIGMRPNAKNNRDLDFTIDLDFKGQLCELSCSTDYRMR
rCAG RNA binder – binders of r(CAG) RNA repeats, primary screen, biochemical, fluorescence | r(CAG) RNA repeat, TO-PRO-1 dye displacement fluorescence | inhibition, % at 3 µM | 370,000 compounds, 1.3% hits | AID 651821, 2012;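 active = inhibition above the plate cutoff, the mean of all test compounds on that plate plus 3 SD, cut at about 35% in these data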;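 also: 0% = DMSO alone and 100% = 100 µM mitoxantrone as full dye displacement; higher means more dye released from RNA so lower well fluorescence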
SIAE inh – human SIAE inhibitors, primary screen, biochemical, fluorescence polarization, FP-Rh probe, 1536-well HTS | Sialate O-acetylesterase (Homo sapiens), Q9HAT2 | SIAE FP-Rh probe binding | inhibition, % at 9.66 µM | 370,000 compounds, 0.69% hits | AID 1053197, 2014;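 active = inhibition above a cutoff: mean of compounds within the control limits plus 3 SD of those, cut at about 17% in these data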;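 also: 0% = plate median of compound wells and 100% = probe without SIAE protein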
HTRA1 inh – HTRA1 serine protease inhibitors, primary screen, biochemical, fluorescence polarization, HTS. recombinant HTRA1, FP-rhodamine activity-based probe. Q92743. inhibition, % at 5.96 µM. 340,000 compounds, 0.5% hits. AID 504803, 2011; in the data active = inhibition above about 36%;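 also: 0% = enzyme with DMSO and 100% = wells lacking enzyme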
Target sequence (Q92743 whole entry, looked up): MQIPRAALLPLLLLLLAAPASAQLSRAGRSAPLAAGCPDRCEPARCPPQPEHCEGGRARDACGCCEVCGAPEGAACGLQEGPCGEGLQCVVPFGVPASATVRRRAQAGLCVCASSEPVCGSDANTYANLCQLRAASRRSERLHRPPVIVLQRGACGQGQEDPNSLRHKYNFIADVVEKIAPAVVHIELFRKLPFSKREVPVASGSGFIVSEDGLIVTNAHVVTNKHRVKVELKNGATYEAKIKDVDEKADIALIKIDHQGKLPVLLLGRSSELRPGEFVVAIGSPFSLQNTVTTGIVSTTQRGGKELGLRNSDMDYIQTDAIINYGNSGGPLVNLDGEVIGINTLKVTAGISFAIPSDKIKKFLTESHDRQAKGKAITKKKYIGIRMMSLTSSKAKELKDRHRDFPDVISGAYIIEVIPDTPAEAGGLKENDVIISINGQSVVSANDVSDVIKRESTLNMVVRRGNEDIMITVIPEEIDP
mABHD4 FP – ABHD4 inhibitors, primary screen, biochemical, fluorescence polarization, mouse | (Lyso)-N-acylphosphatidylethanolamine lipase (Mus musculus), Q8VD66 | purified mABHD4, FP-Rh probe fluorescence polarization | inhibition, % at 8.92 µM | 370,000 compounds, 0.54% hits;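 active = inhibition exceeding the mean over every tested compound plus 3 SD, cut at about 30% in these data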;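 also: 0% = plate median of compound wells and 100% = S159A mutant with DMSO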
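Test system: mouse ABHD4 enzyme, wild type. Reagent: FP-Rh fluorescent activity-based probe, added after compound pre-incubation. Timing: pre-incubation 45 min, probe exposure 60 min, at 25 °C. Technique: FP readout, ex 525 nm / em 598 nm. Benchmarks: high control S159A mutant with DMSO, low control median of compound wells.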
Starred values were filed as active, the others as inactive. This is a subset; the hit share may differ from the screen's.

For CCOc1ccc(-c2nn3c(-c4ccc(F)cc4)nnc3s2)cc1 the results were LEDGF integ inh 1, TCR-CD3 inh 6, PG9 binder 0.1, NR1D1 modulator 1, TDP2 inh 4, PRMT1 FP inh -3, rCAG RNA binder 5, SIAE inh -2, HTRA1 inh -6 and mABHD4 FP -2.
`Cc1ccc(C(=O)Nc2cccc(C(O)c3ccccc3)c2)cc1` (stereo not given) gave LEDGF integ inh 0, TCR-CD3 inh 4, PG9 binder -0.5, NR1D1 modulator -5, TDP2 inh 2, PRMT1 FP inh -1, rCAG RNA binder -4, SIAE inh -3, HTRA1 inh -19 and mABHD4 FP -6.
For O=S(=O)(c1ccc(NC2CCCc3ccccc32)nc1)N1CCOCC1 (stereo not given) the results were LEDGF integ inh 2, TCR-CD3 inh -3, PG9 binder 0.8, NR1D1 modulator 5, TDP2 inh -2, PRMT1 FP inh -3, rCAG RNA binder -3, SIAE inh 1, HTRA1 inh -6 and mABHD4 FP -5.
CC(=O)Oc1ccc(NC(=O)CCC2CCCCC2)c(C(=O)O)c1 was read as LEDGF integ inh 3, TCR-CD3 inh -6, PG9 binder -0.9, NR1D1 modulator 2, TDP2 inh -17, PRMT1 FP inh -1, rCAG RNA binder 20, SIAE inh 0, HTRA1 inh 6 and mABHD4 FP -3.
For COc1ccc(NC(=O)c2sc(SC)nc2N)cc1 the results were LEDGF integ inh -2, TCR-CD3 inh -3, PG9 binder 0.5, NR1D1 modulator 0, TDP2 inh 0, PRMT1 FP inh 5, rCAG RNA binder 4, SIAE inh -5, HTRA1 inh 10 and mABHD4 FP 5.
Screening CO/N=C(/C)CCS(=O)(=O)c1ccccc1 returned LEDGF integ inh -2, TCR-CD3 inh -1, PG9 binder -0.3, NR1D1 modulator 4, TDP2 inh 7, PRMT1 FP inh -2, rCAG RNA binder 3, SIAE inh -2, HTRA1 inh 9 and mABHD4 FP -1.
Screening C=CCn1c(-c2csc(-c3ccc(OC)c(OC)c3)n2)n[nH]c1=S returned LEDGF integ inh -5, TCR-CD3 inh -6, PG9 binder 4.2, NR1D1 modulator 4, TDP2 inh -13, PRMT1 FP inh 5, rCAG RNA binder 4, SIAE inh -4, HTRA1 inh 0 and mABHD4 FP 11.
CCN1C(=O)CSc2ccc(C(=O)NCc3ccco3)cc21 was read as LEDGF integ inh -2, TCR-CD3 inh -7, PG9 binder -0.7, NR1D1 modulator -2, TDP2 inh 10, PRMT1 FP inh 1, rCAG RNA binder -1, SIAE inh 0, HTRA1 inh 1 and mABHD4 FP -3.
Screening CCOC(=O)Cc1csc(NC(=O)Nc2cccc(Cl)c2)n1 returned LEDGF integ inh 4, TCR-CD3 inh 8, PG9 binder -1.4, NR1D1 modulator 5, TDP2 inh 2, PRMT1 FP inh 0, rCAG RNA binder 53*, SIAE inh -3, HTRA1 inh -27 and mABHD4 FP -27.
Screening COC(=O)c1ccc(CN2CCc3ccccc32)cc1 returned LEDGF integ inh 1, TCR-CD3 inh -7, PG9 binder -2.9, NR1D1 modulator 1, TDP2 inh 1, PRMT1 FP inh 2, rCAG RNA binder 10, SIAE inh -5, HTRA1 inh -3 and mABHD4 FP 4.
`c1ccc2c(Nc3nncs3)c3ccccc3nc2c1` gave LEDGF integ inh -9, TCR-CD3 inh -3, PG9 binder -2.6, NR1D1 modulator 1, TDP2 inh -14, PRMT1 FP inh 4, rCAG RNA binder -2, SIAE inh 2, HTRA1 inh 2 and mABHD4 FP 17.
For CC(C)C[C@H]1CN([C@@H](CC(C)C)CN2CCC[C@@H]2CN2C(=S)NC[C@@H]2Cc2ccc(O)cc2)C(=S)N1CCc1ccccc1 the results were LEDGF integ inh -1, TCR-CD3 inh 4, PG9 binder -1.4, NR1D1 modulator 8, TDP2 inh 2, PRMT1 FP inh -1, rCAG RNA binder 6, SIAE inh -9 and mABHD4 FP 2.
`Nn1cnnc1N/N=C/c1ccccc1C(F)(F)F` gave LEDGF integ inh 47*, TCR-CD3 inh -2, PG9 binder 0.6, NR1D1 modulator -1, TDP2 inh 51*, PRMT1 FP inh 0, rCAG RNA binder 3, SIAE inh 6, HTRA1 inh 7 and mABHD4 FP 2.
CCOC(=O)c1ccc(NS(=O)(=O)c2c(N)n(C)c(=O)n(C)c2=O)cc1 was read as LEDGF integ inh -2, TCR-CD3 inh -3, PG9 binder 0.7, NR1D1 modulator -2, TDP2 inh -5, PRMT1 FP inh -1, rCAG RNA binder -1, SIAE inh -1, HTRA1 inh 2 and mABHD4 FP 10.
COc1cc(-c2cc(C(=O)O)c3c(OC)c(OC)c(OC)cc3n2)ccc1O was read as LEDGF integ inh -2, TCR-CD3 inh -4, PG9 binder -0.5, NR1D1 modulator -1, TDP2 inh -4, PRMT1 FP inh 3, rCAG RNA binder 7, SIAE inh 3, HTRA1 inh -3 and mABHD4 FP 3.
For CC(=O)N/C(=C/c1ccc2c(c1)OCO2)C(=O)NCCO the results were LEDGF integ inh 1, TCR-CD3 inh 1, PG9 binder 0.6, NR1D1 modulator -1, TDP2 inh 6, PRMT1 FP inh 0, rCAG RNA binder -1, SIAE inh 5, HTRA1 inh 1 and mABHD4 FP 5.
Screening CC(C)Cc1nc2oc3c(N4CCN(CCO)CC4)ncnc3c2c2c1CCCC2 returned LEDGF integ inh 2, TCR-CD3 inh 1, PG9 binder -1.0, NR1D1 modulator -6, TDP2 inh -6, PRMT1 FP inh -1, rCAG RNA binder -4, SIAE inh 4, HTRA1 inh -4 and mABHD4 FP 0.
For CCN1CCN(c2nc3c(c(=O)[nH]c(=O)n3C)n2Cc2ccccc2)CC1 the results were LEDGF integ inh 6, TCR-CD3 inh -7, PG9 binder -0.9, NR1D1 modulator -6, TDP2 inh -15, PRMT1 FP inh 0, rCAG RNA binder -5, SIAE inh 13, HTRA1 inh -1 and mABHD4 FP 2.
Cc1ccccc1-c1ccccc1CN1[C@@H](C(C)C)COCCS1(=O)=O was read as LEDGF integ inh -1, TCR-CD3 inh 4, PG9 binder -2.2, NR1D1 modulator 8, TDP2 inh 8, PRMT1 FP inh 3, rCAG RNA binder 3, SIAE inh -4, HTRA1 inh -9 and mABHD4 FP -7.
`CCOC(=O)c1ccccc1NC(=O)COC(=O)CCNS(=O)(=O)c1ccccc1` gave LEDGF integ inh 2, TCR-CD3 inh 6, PG9 binder -2.1, NR1D1 modulator -4, TDP2 inh 12, PRMT1 FP inh 0, rCAG RNA binder -6, SIAE inh 5, HTRA1 inh -8 and mABHD4 FP 2.
Screening Cc1cc(OCC(=O)NNC(=S)NC(=O)c2cccs2)ccc1Cl returned LEDGF integ inh 2, TCR-CD3 inh 6, PG9 binder -3.5, NR1D1 modulator 4, TDP2 inh 18, PRMT1 FP inh -8, rCAG RNA binder 7, SIAE inh -5, HTRA1 inh -4 and mABHD4 FP 2.
Screening O=C(Cn1sc2ccccc2c1=O)Nc1ccc(F)cc1 returned LEDGF integ inh -7, TCR-CD3 inh -2, PG9 binder -2.4, NR1D1 modulator 6, TDP2 inh 2, PRMT1 FP inh 91*, rCAG RNA binder 2, SIAE inh 8, HTRA1 inh -2 and mABHD4 FP 14.
`Cc1ccc(S(=O)(=O)N/N=C/c2cccs2)cc1` gave LEDGF integ inh -7, TCR-CD3 inh 0, PG9 binder -1.9, NR1D1 modulator 0, TDP2 inh -4, PRMT1 FP inh 3, rCAG RNA binder -1, SIAE inh -9, HTRA1 inh 4 and mABHD4 FP -4.
COc1ccc(S(=O)(=O)N(C)C[C@H]2Oc3ccc(NC(=O)Cn4cnnn4)cc3C(=O)N([C@H](C)CO)C[C@@H]2C)cc1 was read as LEDGF integ inh 1, TCR-CD3 inh 12, PG9 binder -0.3, NR1D1 modulator 2, TDP2 inh 9, PRMT1 FP inh -1, rCAG RNA binder 6, SIAE inh 4, HTRA1 inh 1 and mABHD4 FP -1.
Cn1cc(SCC(=O)NCCc2ccccc2)c2ccccc21 was read as LEDGF integ inh 3, TCR-CD3 inh 0, PG9 binder -2.1, NR1D1 modulator 7, TDP2 inh -7, PRMT1 FP inh 0, rCAG RNA binder -6, SIAE inh 4, HTRA1 inh -7 and mABHD4 FP -3.
Screening Cc1nc2c(cc1C#N)C(=O)c1ccccc1-2 returned LEDGF integ inh 2, TCR-CD3 inh 1, PG9 binder -2.1, NR1D1 modulator 2, TDP2 inh 7, PRMT1 FP inh 0, rCAG RNA binder 0, SIAE inh 2, HTRA1 inh 5 and mABHD4 FP -3.
For C=CCSc1nnc(-c2ccccc2NC(C)=O)c(=O)[nH]1 the results were LEDGF integ inh -2, TCR-CD3 inh 8, PG9 binder 1.8, NR1D1 modulator -8, TDP2 inh -7, PRMT1 FP inh -3, rCAG RNA binder 2, SIAE inh -1, HTRA1 inh 3 and mABHD4 FP 7.
Screening COc1cc(C=Nn2c(-c3ccc(F)cc3)n[nH]c2=S)ccc1OCc1ccccc1 returned LEDGF integ inh -1, NR1D1 modulator -19, TDP2 inh 0, PRMT1 FP inh 5, rCAG RNA binder 50*, SIAE inh 0 and mABHD4 FP 8.
Cc1ccc(C)c(S(=O)(=O)c2c(N)n(/N=C/c3ccco3)c3nc4ccccc4nc23)c1 was read as LEDGF integ inh 3, TCR-CD3 inh -11, PG9 binder -1.3, NR1D1 modulator 4, TDP2 inh 1, PRMT1 FP inh 7, rCAG RNA binder 33, SIAE inh -25, HTRA1 inh -51 and mABHD4 FP -73.
`Cc1ccc(/C=N/NC(=O)CNC(=O)COc2ccccc2)cc1` gave LEDGF integ inh -1, TCR-CD3 inh -1, PG9 binder -1.5, NR1D1 modulator -4, TDP2 inh -11, PRMT1 FP inh -1, rCAG RNA binder 3, SIAE inh 6, HTRA1 inh -3 and mABHD4 FP -4.
`Cc1ccc(S(=O)(=O)N2CCN(C(=O)c3c(-c4ccccc4)noc3C)CC2)c(C)c1` gave LEDGF integ inh 0, TCR-CD3 inh 4, PG9 binder -0.3, NR1D1 modulator 2, TDP2 inh 18, PRMT1 FP inh -4, rCAG RNA binder 1, SIAE inh 2, HTRA1 inh 2 and mABHD4 FP 2.
Screening O=C(Nc1nnc(SCc2ccc(F)cc2)s1)C1=COCCO1 returned LEDGF integ inh 2, TCR-CD3 inh 1, PG9 binder 3.1, NR1D1 modulator 4, TDP2 inh 2, PRMT1 FP inh 0, rCAG RNA binder 6, SIAE inh 3, HTRA1 inh -9 and mABHD4 FP 4.

Screens (PubChem)
